Compound activity (PubChem BioAssay)
Mdm2-MdmX inh: inhibitors of human Mdm2/MdmX interaction. O15151+Q00987. SaOS-2 split-luciferase Mdm2/MdmX complementation, luminescence. inhibition, % at 8 µM. 330,000 tested, 3% active. AID 485346;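 active = inhibition of at least 50% at 8 µM in the primary screen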
UPR CHOP act: apoptotic UPR (CHOP) activation | AID 449763 | CHO-CHOP luciferase reporter, luminescence; percent of tunicamycin response over DMSO baseline | 330,000 tested, 0.34% active | activation, % at 10 µM;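 active = at 10 µM dose, activation of 40% or more, normalized to positive control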;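 also: 100% = tunicamycin at 10 µg/mL and 0% = DMSO alone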
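Dosing – one dose, 10 µM in 0.5% DMSO · System – CHO-CHOP cells, stable luciferase reporter of PERK-eIF2a-CHOP signalling · Input – 500 cells/well · Control set – tunicamycin 10 µg/mL final as positive, DMSO-only wells as negative · Timing – 6 h compound treatment, 37 °C · Measure – % activation vs tunicamycin · Technique – luminescence read with Steady-Glo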
CXCR6 block: inhibitors of human CXCR6 receptor; O00574; CHO-K1 PathHunter CXCR6 beta-arrestin, luminescence; inhibition, % at 20 µM; 360,000 tested, 0.36% active; in the data active = inhibition above about 34%, passing the limit was not always enough;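 also: antagonist mode with CXCL16 agonist at 10 nM final; 0% = 10 nM CXCL16 with DMSO and 100% = unstimulated wells without agonist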
Target sequence (O00574 whole entry, looked up): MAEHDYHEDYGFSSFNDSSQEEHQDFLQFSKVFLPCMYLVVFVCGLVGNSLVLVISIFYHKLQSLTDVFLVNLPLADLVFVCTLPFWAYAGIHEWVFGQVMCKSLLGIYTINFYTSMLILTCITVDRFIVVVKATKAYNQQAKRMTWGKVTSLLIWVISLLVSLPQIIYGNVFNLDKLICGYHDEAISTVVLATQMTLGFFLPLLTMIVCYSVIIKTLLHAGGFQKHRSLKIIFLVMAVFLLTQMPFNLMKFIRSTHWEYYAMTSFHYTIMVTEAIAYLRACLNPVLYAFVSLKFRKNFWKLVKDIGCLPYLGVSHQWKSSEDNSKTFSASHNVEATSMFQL
Gli-Sufu antag: blocks Gli-Sufu signaling in a luciferase reporter; Sufu-KO-LIGHT fibroblasts, Gli luciferase reporter luminescence; 340,000 tested, 0.74% active; inhibition, % at 5 µM; AID 588413;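 active = inhibition above about 55%, limit read from the data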;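 also: 0% = DMSO-treated cells and 100% = wells with medium but no cells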
CCR6 antagonist: CCR6 (human) receptor antagonism; P51684; CHO-K1 CCR6 PathHunter beta-arrestin, luminescence, CCL20-stimulated; inhibition, % at 20 µM; 340,000 tested, 0.49% active; AID 493098;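 active = compounds whose inhibition of the agonist-driven luminescence signal at 20 µM reaches about 50%, limit read from the data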;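 also: cells stimulated with CCL20 at 14 nM final; plate controls were DMSO with CCL20 for no effect and DMSO without agonist for full effect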
Target sequence (P51684 whole entry, looked up): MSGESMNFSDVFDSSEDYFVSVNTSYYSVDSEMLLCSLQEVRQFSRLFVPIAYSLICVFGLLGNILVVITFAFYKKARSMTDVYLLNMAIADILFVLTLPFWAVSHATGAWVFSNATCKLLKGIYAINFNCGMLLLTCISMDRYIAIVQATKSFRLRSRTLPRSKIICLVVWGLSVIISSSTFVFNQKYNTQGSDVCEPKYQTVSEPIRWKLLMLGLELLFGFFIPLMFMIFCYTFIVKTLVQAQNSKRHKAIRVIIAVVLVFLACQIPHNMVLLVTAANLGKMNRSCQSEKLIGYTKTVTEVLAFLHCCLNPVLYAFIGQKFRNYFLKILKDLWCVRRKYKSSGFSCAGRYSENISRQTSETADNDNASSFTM
EBI2 antag: blocks human EBI2 receptor beta-arrestin signaling | P32249 | EBI2 beta-arrestin recruitment, luminescence, 7a,25-OHC stimulated | inhibition, % at 5 µM | 360,000 tested, 0.81% active | AID 651636; in the data active = inhibition above about 38%;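 also: enzyme fragment complementation signal reports receptor beta-arrestin coupling in cells; 0% = agonist plus DMSO wells and 100% = wells without agonist; some results beyond the cut were filed as inactive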
Target sequence (P32249 whole entry, looked up, the tested form may be a part): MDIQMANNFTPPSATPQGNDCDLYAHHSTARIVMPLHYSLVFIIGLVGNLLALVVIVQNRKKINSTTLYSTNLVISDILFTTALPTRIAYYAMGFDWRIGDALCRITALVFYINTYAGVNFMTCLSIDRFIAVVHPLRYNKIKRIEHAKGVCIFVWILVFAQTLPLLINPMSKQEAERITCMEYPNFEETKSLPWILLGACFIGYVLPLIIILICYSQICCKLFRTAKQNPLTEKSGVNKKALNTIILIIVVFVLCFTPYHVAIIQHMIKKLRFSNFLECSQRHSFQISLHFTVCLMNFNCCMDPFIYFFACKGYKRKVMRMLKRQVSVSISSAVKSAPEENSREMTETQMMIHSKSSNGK
UPR XBP1 act: adaptive UPR (XBP1) activation; CHO-XBP1 luciferase reporter, IRE1-XBP1 UPR activation, luminescence; percent of tunicamycin response, DMSO as zero; activation, % at 20 µM; 330,000 tested, 0.33% active;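 active = versus positive control, 20 µM dose yields 30% or more activation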;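 also: 100% = tunicamycin at 10 µg/mL and 0% = DMSO only wells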
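Material: CHO cell line with stable XBP1 luciferase reporter; buffer or medium: F12 medium containing 10% fetal bovine serum; compound: single point, 20 µM final compound, 1% DMSO; incubation: 6 h treatment, 37 °C; measured by: glow luminescence from Steady-Glo reagent; evaluation: activation, % of tunicamycin; control set: tunicamycin high, DMSO low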
697 NFkB inh: lowers PMA/ionomycin-induced NF-kB signal in 697 B cells | 697 B-cell NF-kB luciferase reporter, 16 h | inhibition, % at 4 µM | 330,000 tested, 0.33% active | AID 435022; in the data active = inhibition above about 35%
Jurkat NFkB inh: inhibitors of the PMA/ionomycin-induced NF-kB reporter in Jurkat cells. PMA/ionomycin-induced NF-kB luciferase reporter, luminescence. 330,000 tested, 0.53% active. inhibition, % at 4 µM; in the data active = inhibition above about 50%
* hit, by the source's call; . = not tested or not shown.

SMILES	Mdm2-MdmX inh	UPR CHOP act	CXCR6 block	Gli-Sufu antag	CCR6 antagonist	EBI2 antag	UPR XBP1 act	697 NFkB inh	Jurkat NFkB inh
CCCSc1ccc([C@@H]2[C@@H]3C(=O)N(C)C(=O)[C@@H]3[C@]3(C(=O)OC)CCCCN23)cc1OC	14	0.3	-5	-9	12	3	-3	3	-5
O=C(C1CCOCC1)N1CCCC(N2CCN(c3cccc(C(F)(F)F)c3)CC2)C1 (configuration not stated)	-19	3.4	0	-6	7	-7	-4	11	8
O=C(c1ccc(F)cc1)C1CCN(C(=O)c2c(F)cccc2F)CC1	11	3.0	5	12	5	-5	-5	-11	-4
COc1ccc(-c2nc3c(Br)c(N)c(Br)cc3o2)cc1	-78	7.7	6	-67	-6	2	9	-145	-181
COc1ccc(Cl)cc1N(CC(=O)Nc1ccccc1C(=O)N1CCOCC1)S(C)(=O)=O	25	-1.4	-5	-7	-10	5	-4	13	1
COc1ccc(S(=O)(=O)NCC(=O)N(CC(=O)NC(C)(C)C)Cc2cccs2)cc1	-21	-0.2	0	25	-4	-13	-2	-6	-12
O=[N+]([O-])c1ccc(NC(=S)N2CCOCC2)cc1	30	-0.3	1	-4	-2	-2	-4	6	2
CC1=NN(C(=O)c2ccc(C)o2)C(O)(c2ccccc2)C1 (configuration not stated)	.	.	-5	-2	-3	5	.	.	.
O=C(Nc1ccccc1)C1C2/C=C\CCCCC21 (configuration not stated)	-30	2.7	3	-65	-8	-1	8	10	-28
COc1ccccc1-n1nnnc1SCC(=O)NCC1(N2CCOCC2)CCCCC1	-2	-0.1	3	7	4	-10	-1	9	-2
CC1CCCCN1C(=O)COC(=O)c1ccc(=O)n(Cc2ccccc2)n1 (configuration not stated)	-38	1.1	-4	1	15	0	-1	21	11
NC(=O)C1CCN(C(=O)CCC(=O)c2cccs2)CC1	4	1.3	6	3	9	-7	-1	5	-15
Cc1cccc(CN2C3=NCCCN3c3ccccc32)c1	1	0.6	9	22	17	-5	3	-7	15
COc1ccc(CN2CCNC(=O)C2CC(=O)NCCCC2CCCC2)c(F)c1 (configuration not stated)	2	1.8	-2	7	1	4	1	-10	10
Cn1nc(C(=O)NCc2cccnc2)c2ccccc2c1=O	20	-0.8	-2	-5	0	-15	-1	25	19
O=C(CS(=O)(=O)c1cn(CC(=O)N2CCCC2)c2ccccc12)Nc1ccccc1	16	0.1	-9	8	-6	-3	-2	7	-7
CC1CCN(S(=O)(=O)c2ccc(NC(=O)CN3CCCCCC3)cc2)CC1	24	-2.2	0	23	-4	-4	-2	-13	-3
COc1ccc2ccccc2c1/C=N\NC(=O)c1ccc(C)s1	26	0.8	2	2	-2	15	-1	13	-11
COc1cc(/C=C(\C#N)c2nc3ccccc3[nH]2)cc(Br)c1OCc1ccc(F)cc1	75*	0.8	4	-7	-4	18	110*	7	7
O=C(Nc1ccnn1C1CCN(CCCc2ccccc2)CC1)c1cccc(F)c1	22	-0.4	6	16	8	3	-5	-10	-11
CN(C)/C=N/c1c(C#N)cnn1-c1ncnc2sc(-c3ccccc3)cc12	35	0.3	6	8	-7	12	0	13	17
Cc1ccc(N2C(=O)c3ccccc3NC2c2ccccc2O)cc1 (configuration not stated)	-84	1.3	3	-55	-14	-1	-1	-296	-123
CC(C)(C)N(Cc1ccccc1)C(=O)COC(=O)CSc1ccc([N+](=O)[O-])cc1	6	-1.3	0	-17	4	5	-4	24	1
CN1CCC(N2CCN(c3cccc(C(F)(F)F)c3)CC2)CC1	-15	-1.4	2	11	-5	-2	1	-12	-17
Cc1nn(Cc2c(Cl)cccc2Cl)c(C)c1NC(=O)CCCn1nc([N+](=O)[O-])c(Cl)c1C	3	1.5	0	26	20	1	-3	9	8

(next part)
SMILES	Mdm2-MdmX inh	UPR CHOP act	CXCR6 block	Gli-Sufu antag	CCR6 antagonist	EBI2 antag	UPR XBP1 act	697 NFkB inh	Jurkat NFkB inh
CCCCN(CC)S(=O)(=O)c1ccc2c(c1)n(C)c(=O)c(=O)n2C	23	-1.2	3	10	5	-13	-1	-7	5
O=C1NC(c2ccccc2)=CC(c2ccccc2O)N1 (configuration not stated)	-30	0.0	3	-5	8	-7	3	9	19
CCOc1ccc(-c2cc(NC(=O)c3c(F)cccc3F)c(C(=O)O)s2)cc1	17	3.7	-2	-18	-13	1	-5	-2	-4
COc1ccc2cc(C(=O)C3CCCN(C(=O)c4snnc4C)C3)ccc2c1 (configuration not stated)	6	0.5	-8	7	0	30	1	3	-16
COc1ccc(C(=O)COC(=O)CNC(=O)C2CCCCC2)c(OC)c1	5	3.8	-4	18	6	-2	-2	-1	7
COC(=O)C1=C(N)Oc2cc(C)n(Cc3ccncc3)c(=O)c2C1c1cccnc1 (configuration not stated)	3	-1.9	7	25	-2	-1	5	11	19
COc1cccc(NC(=O)c2cc(=O)c3ccccc3o2)c1	-2	-0.1	3	-18	10	-4	3	-13	-32
Cc1ccc2cc(C(=O)O)c(C)nc2c1	15	-2.4	5	1	15	-13	-2	-4	-9
Cc1cccc(C(=O)c2cn[nH]c2-c2ccc(C)cc2O)c1	21	0.9	2	15	5	0	-1	-6	-4
Cc1ccc(C(=O)Nc2nc3ccccc3s2)s1	-137	0.2	-1	-97	2	-2	-2	-156	-211
CCOC(=O)c1sc(Nc2ccc(F)cc2)nc1C	-6	2.9	-4	-31	6	7	5	-10	-10
Cc1cccc(C(=O)Oc2ccc(/C=N/NC(=O)Cc3ccc([N+](=O)[O-])cc3)cc2)c1	16	-0.2	1	-10	-7	-27	0	-14	-15
COc1cc([C@@H]2CC=C(C(=O)O)[C@H](c3ccc(C)cc3)N2S(=O)(=O)c2ccc(C)cc2)cc(OC)c1OC	4	0.1	-4	-2	-5	-6	-1	10	-1
Cc1ccc(-c2nnn(C/C(N)=N/O)n2)cc1	-19	0.6	11	-3	-1	-12	0	-8	-10
COC(=O)c1ccc(OC)c(CSc2nnc(COc3cccc(C)c3)o2)c1	17	0.6	4	14	29	29	-4	10	9
COc1ccc(/C=C/C(=O)N(CC(C)C)CC(C)C)cc1Br	10	-3.2	9	5	13	20	-1	10	-15
COCCOC(=O)c1c(NC(=O)CNc2ccc(C)c(F)c2)sc(C(N)=O)c1C	22	2.3	-10	13	4	11	-1	-16	29
Cc1ccnc(NC(=O)CCNC(=O)c2ccccc2Cl)c1	6	3.8	-9	-12	4	-3	-2	5	-25
Cc1cc(C)c(NC(=O)CCCOC(=O)C2=COCCO2)c(C)c1	0	-1.8	14	-5	10	7	9	11	14
CCOC(=O)COC(=O)c1ccc(Oc2cc(C)nc(SC)n2)cc1	8	3.4	0	4	11	-4	2	11	7
COC(=O)CCCC1=CC2=CC(=O)C(C)(OC(=O)c3cccs3)C(=O)C2=CN1CCN1CCOCC1 (configuration not stated)	-19	2.1	-41	3	-6	-8	-1	11	14
O=C(c1ccco1)N1CCN(C(=O)C2CC(c3ccc(Cl)c(Cl)c3)=NO2)CC1 (configuration not stated)	0	-1.5	-1	24	3	-10	-2	-15	-11
Brc1ccccc1-c1nnc(COc2ncnc3c2cnn3-c2ccccc2)o1	22	-1.3	6	16	20	-1	-3	3	-14
O=C(/C=C/c1ccc2c(c1)OCO2)Nc1cccnc1	-101	2.7	4	-90	0	-1	-3	16	-86
CN(C)CCNc1ccc2ncn3c4ccc(O)cc4c(=O)c1c23	.	.	-2	25	13	-9	.	.	.

UPR XBP1 act, what is marked active above.
canonical_smiles	Mdm2-MdmX inh	CXCR6 block	CCR6 antagonist	EBI2 antag	UPR XBP1 act	697 NFkB inh	Jurkat NFkB inh
COc1cc(/C=C(\C#N)c2nc3ccccc3[nH]2)cc(Br)c1OCc1ccc(F)cc1	75*	4	-4	18	110*	7	7

New compounds follow:
SMILES	Mdm2-MdmX inh	UPR CHOP act	CXCR6 block	Gli-Sufu antag	CCR6 antagonist	EBI2 antag	UPR XBP1 act	697 NFkB inh	Jurkat NFkB inh
CS(=O)(=O)N(CC(=O)O)Cc1cccc(CN(CC(=O)O)S(C)(=O)=O)c1	-10	-2.3	6	16	1	8	-1	7	6
COc1ccc(OC)c(NC(=O)Cc2coc3cc(C)cc(C)c23)c1	15	0.4	0	7	11	28	5	-3	-7
O=C1CCc2cc(S(=O)(=O)N3CCN(c4cccc(C(F)(F)F)c4)CC3)ccc2N1	42	0.6	4	5	-4	-6	2	-29	8
Cc1[nH]c2ccccc2c1C(=O)COC(=O)CCS(=O)(=O)c1ccccc1Cl	14	2.0	-4	0	15	6	-1	-27	3
O=C1CC(N2CCN(c3ccc(Cl)c(Cl)c3)CC2)C(=O)N1 (configuration not stated)	18	0.9	-8	3	8	-3	0	4	3
S=C(NCCCN1CCOCC1)Nc1cccc(-c2nnc3n2CCCCC3)c1	20	-0.8	-7	0	18	-4	-2	7	-13
CN(C)c1nc(C=C(C#N)C#N)c(Cl)n1-c1ccc(F)cc1	.	.	9	6	7	6	.	.	.
Cc1cccc(Oc2ccccc2NS(=O)(=O)c2ccc(CCC(=O)O)cc2)c1	-16	-1.4	3	12	-4	-7	-1	-34	7
CCn1nc(C(=O)Nc2ccccc2C)c(Cl)c1Cl	21	-0.9	-6	-3	7	-4	1	-4	-4
COC(=O)N=Nc1c(O)n(Cc2ccccc2)c2ccccc12	17	2.1	1	-1	4	6	0	3	8
CC1OC(OC2C(CO)OC(OCC3OC(OC(=O)[C@@]45CCC(C)(C)C[C@@H]4C4=CC[C@@H]6[C@@]7(C)CCC(OC8OCC(O)C(O)C8OC8OC(C)C(O)C(O)C8O)[C@@](C)(CO)C7CC[C@@]6(C)[C@]4(C)CC5)C(O)C(O)C3O)C(O)C2O)C(O)C(O)C1O (some centres not stated)	.	.	-6	-19	7	1	.	.	.
CC(OC(=O)CC(NC(=O)c1ccccc1Cl)c1ccccc1)C(=O)Nc1cccc(Cl)c1Cl (configuration not stated)	9	-1.8	3	7	20	2	-6	6	-4
O=C(CSc1nnc(-c2ccc3c(c2)OCO3)n1-c1ccccc1)c1ccccc1	-3	0.2	0	3	7	3	-1	8	11
CC1CC(C)CN(C(=O)c2ccc(CSc3nc4ccncc4[nH]3)cc2)C1 (configuration not stated)	14	1.0	-7	13	-5	2	-3	-12	10
O=C(O)CCC(=O)N(Cc1cccnc1)Cc1cccc(F)c1	5	-0.8	4	1	-6	2	-3	13	-3
Cc1oncc1C(=O)Nc1cccc2ccccc12	-10	0.4	-1	-15	8	-5	-5	9	-3
COc1ccc(OCCSc2nnc(-c3ccoc3C)n2C)cc1	19	-1.0	10	2	11	7	0	20	14
O=c1[nH]nc(Cc2ncc(C(F)(F)F)cc2Cl)c2ccccc12	12	0.8	-30	-15	6	-4	-3	1	-23
O=C(CC1SC(=O)NC1=O)Oc1ccc(/C=N/NC(=O)c2ccccc2O)cc1 (configuration not stated)	-25	3.0	0	3	7	-10	2	-20	-10
N/C(=N\OCC(=O)Nc1ccc(F)c(Cl)c1)c1ccccc1	16	-0.1	1	-5	-4	-6	3	3	5

Single records (already shown). Values in the order: Mdm2-MdmX inh	UPR CHOP act	CXCR6 block	Gli-Sufu antag	CCR6 antagonist	EBI2 antag	UPR XBP1 act	697 NFkB inh	Jurkat NFkB inh
`O=C(CC1SC(=O)NC1=O)Oc1ccc(/C=N/NC(=O)c2ccccc2O)cc1` (configuration not stated) as listed: -25	3.0	0	3	7	-10	2	-20	-10
`COC(=O)N=Nc1c(O)n(Cc2ccccc2)c2ccccc12` as listed: 17	2.1	1	-1	4	6	0	3	8
`O=C1CCc2cc(S(=O)(=O)N3CCN(c4cccc(C(F)(F)F)c4)CC3)ccc2N1` as listed: 42	0.6	4	5	-4	-6	2	-29	8
